# Casp6 inh: blocks human caspase-6 cleavage activity; P55212; purified caspase-6, Z-VEID-R110 cleavage fluorescence; inhibition, % at 12.5 µM; hit rate 0.53% among 350,000;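 active = mean inhibition across replicates at least about 35%, with every replicate also reaching that limit, limit read from the data; inconclusive = only one of the two criteria met; inactive = neither criterion met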;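 also: 0% = median of neutral control wells and 100% = no fluorescence left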
# Target sequence (P55212 24-179 limits assumed): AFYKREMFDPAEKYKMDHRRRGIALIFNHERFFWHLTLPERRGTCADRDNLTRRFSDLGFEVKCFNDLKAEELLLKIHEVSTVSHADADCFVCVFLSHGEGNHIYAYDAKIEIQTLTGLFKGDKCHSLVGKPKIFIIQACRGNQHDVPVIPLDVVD
# Target sequence (P55212 194-293 limits assumed): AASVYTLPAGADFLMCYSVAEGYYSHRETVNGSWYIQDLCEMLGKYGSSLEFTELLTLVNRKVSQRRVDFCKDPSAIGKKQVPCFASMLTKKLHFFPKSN
# SIRT5 inh: blocks human SIRT5 desuccinylation of peptide. inhibition, % at 15 µM. Purified SirT5, succinyl-peptide AMC, trypsin-coupled fluorescence. AID 652115. Q9NXA8. hit rate 1.1% among 330,000; in the data active = inhibition above about 15%; inconclusive = no clear call, values can overlap the other calls
# Target sequence (Q9NXA8 whole entry, looked up): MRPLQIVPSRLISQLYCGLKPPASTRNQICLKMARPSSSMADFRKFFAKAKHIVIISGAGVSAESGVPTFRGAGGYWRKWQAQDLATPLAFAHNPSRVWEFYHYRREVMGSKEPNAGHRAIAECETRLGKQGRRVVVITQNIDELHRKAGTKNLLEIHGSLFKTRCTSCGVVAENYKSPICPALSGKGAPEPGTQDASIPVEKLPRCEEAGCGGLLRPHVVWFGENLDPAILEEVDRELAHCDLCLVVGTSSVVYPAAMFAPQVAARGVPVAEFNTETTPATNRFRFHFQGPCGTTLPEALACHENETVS
# LGR2 inh: Drosophila LGR2 receptor signaling inhibition; HEK293 LGR2, CRE-luciferase, bursicon-stimulated, 4 h; inhibition, % at 9.99 µM; hit rate 0.35% among 380,000;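 active = drop in luminescence signal, shown as inhibition above about 50% in the replicate tests, limit read from the data, passing the limit was not always enough; inconclusive = probably only some replicates passing the limit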;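 also: agonist challenge used bursicon conditioned medium at about half maximal strength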
# esBAF inh: blocks esBAF chromatin remodeling in mouse ES cells; Bmi1-luciferase knock-in reporter, 24 h; 100% = twice the neutral-well signal; reporter increase, % at 12.5 µM; hit rate 2% among 350,000; AID 602393; in the data active = activation above about 40%; inconclusive = no clear call, values can overlap the other calls;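 also: 0% = median of the plate's neutral control wells and 100% = double that signal; a rise in the Bmi1 reporter signal indicates esBAF inhibition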
# Statin myotox sup: suppression of simvastatin myotoxicity; rescue of ATP level, % at 7.49 µM; C2C12 myotubes + simvastatin, ATP luminescence, 48 h; scaled: DMSO 0, geranylgeraniol control 100; hit rate 0.78% among 330,000;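 active = mean ATP rescue above about 67%, or every replicate alone reaching that limit, limit read from the data, passing the limit was not always enough; inconclusive = no clear call, values can overlap the other calls; inactive = mean under the limit and some replicate under it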;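 also: myotubes were challenged with 10 µM simvastatin during compound exposure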
# FN deposit inh: fibronectin deposition inhibition | AH1F fibroblasts, Alexa488-fibronectin deposition fluorescence, overnight | inhibition, % at 12.6 µM | hit rate 0.086% among 350,000;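 active = mean inhibition across replicates of 30% or more, regardless of how many single replicates reach that level; inconclusive = mean under 30% yet at least half of replicates reach 30%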;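 also: positive control wells lacked labelled fibronectin entirely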
#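 Assay system: AH1F fibroblasts / Quantity: 10000 cells per well / Medium: DMEM plus 2% serum, read in PBS / Reagent: labelled fibronectin 24 nM / Dosing: single dose, pinned / Times: 1 h cell attachment, overnight exposure to compound and label / Signal: fluorescence, ex 485 nm, em 525 nm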
# S100A4 inh HTS: inhibitors of human S100A4 binding to myosin IIA peptide; S100A4/TAMRA-MyoIIA peptide fluorescence polarization; P26447; inhibition, % at 10.7 µM; hit rate 0.14% among 360,000; AID 652163;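 active = mean inhibition of at least 70% across replicates, with every replicate also reaching that level; inconclusive = mean inhibition reaches 70% but some replicates fall short; inactive = mean inhibition below 70%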
# Target sequence (P26447 whole entry, looked up): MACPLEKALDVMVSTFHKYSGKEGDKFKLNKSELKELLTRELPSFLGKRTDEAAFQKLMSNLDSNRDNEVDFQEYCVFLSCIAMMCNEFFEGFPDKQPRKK
#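 Test system: S100A4 monomer protein; Medium: HEPES pH 7.2 with CaCl2, KCl, NaCl, DTT, Triton; Probe or stimulus: TAMRA-labelled myosin IIA heavy-chain peptide probe, 5 nM; Doses: one dose per compound; Times: polarization read 5 min after assay mix addition, stable 5–60 min; Benchmarks: neutral control DMSO, positive control TFP.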
# Active calls of the source: *; ? = inconclusive; nt = not tested or not shown; & = joins results of further samples. Some of the compounds tested, so the mix of outcomes need not match the whole.
SMILES,Casp6 inh,SIRT5 inh,LGR2 inh,esBAF inh,Statin myotox sup,FN deposit inh,S100A4 inh HTS
C[C@H](CO)N1C[C@H](C)[C@@H](CN(C)S(=O)(=O)c2cccs2)OCCCC[C@H](C)Oc2ccc(NC(=O)Nc3ccc(F)cc3)cc2C1=O,-1,3,3,3,-41,nt,-10
O=S(=O)(c1ccc(Cl)cc1)N1CCN(c2ccc(N3CCOCC3)nn2)CC1,nt,nt,nt,9,6,4,nt
Cc1coc2c1c(C)cc1oc(=O)c(CC(=O)NCC(=O)NCC(=O)O)c(C)c12,0,-13,12,0,0,1,13
CC1CCN(C(=O)CN(c2ccc(Oc3ccccc3)cc2)S(C)(=O)=O)CC1,nt,nt,nt,-29,6,-8,nt
O=C(OCC(=O)N1CCCC1)c1ccc(Cl)c([N+](=O)[O-])c1,7,-1,4,-5,8,11,-3
C[C@@H]1CN([C@@H](C)CO)C(=O)c2cccc(NC(=O)Nc3ccc(C(F)(F)F)cc3)c2O[C@@H]1CN(C)Cc1ccc2c(c1)OCO2,2,2,-19,5,-20,-5,-1
COC(=O)/C=C1\SC(=NC(=O)c2ccc(-c3ccccc3)cc2)NC1=O,5,0,2,24,-1,1,-9
COc1ccc(C(=O)Nc2ccccc2C(=O)N2CCN(c3ccccc3)CC2)cc1,9,2,0,5,5,-2,-17
O=C(C[n+]1ccccc1)N/N=C/c1ccc(O)cc1,-29,0,-14,-2,-5,-3,5
Cc1cc(NC(=O)CSCC(=O)Nc2cc(C(F)(F)F)ccc2N2CCCCC2)no1,-9,0,4,4,3,-12,-3
COc1cc(OC)cc(C(=O)N2CCC(n3c(C)nc4cc(F)ccc43)CC2)c1,nt,nt,nt,7,13,-8,nt
O=C(Nc1nc2cc3c(cc2s1)OCO3)C1CC1,0,-5,-34,nt,nt,-1,-9
COc1ccc(S(=O)(=O)Nc2ccc3c(c2)C(=O)N([C@@H](C)CO)C[C@@H](C)[C@H](CN(C)C(=O)c2ccccc2)OCCCC[C@H](C)O3)cc1,-4,1,5,2,47,4,7
O=C(COC(=O)CN1C(=O)C2CC=CCC2C1=O)Nc1cccc([N+](=O)[O-])c1 (configuration not stated),-1,nt,-3,1,6,-1,2
COC(=O)[C@]12CCCCC=C1N(CCC1=CCCCC1)C(=O)[C@H](CC(=O)NCCCN1CCCC1=O)C2,2,-3,-18,nt,nt,-1,-1
O=C(OCC(=O)c1ccc[nH]1)c1ccccc1,1,8,-71,nt,nt,-10,-12
O=c1c2ccccc2nc2c3ccccc3c(NCc3ccccn3)nn12,1,112*,-11,nt,nt,17,8
COCCN(C(=O)Nc1ccc(F)cc1F)c1nc2ccccc2s1,0,0,-18,29,4,-1,13
O=[N+]([O-])c1ccc(NN=Cc2ccc(O)cc2O)nc1,2,nt,8,-25,8,4,-4
CCN(CC)S(=O)(=O)c1ccc(O)c(NC(=O)COc2ccc(S(=O)(=O)N3CCOCC3)cc2)c1,2,-3,-8,-5,4,-4,1
O=C(CN1c2ccccc2Sc2ccccc21)NNC(=S)Nc1ccc(Cl)cc1,-3,1,26,nt,nt,-2,42
O=C(Cn1cc2c(n1)CCCC2)Nc1ccccc1Cl,2,nt,-1,5,7,11,-11
Cc1ccc(N(C)S(=O)(=O)c2c[nH]c3ccc([N+](=O)[O-])cc23)cc1,-3,-3,13,-12,10,-16,4
CCc1c(C)nc2ncnn2c1Nc1ccccc1C,-1,0,-8,3,10,-4,2
COC(=O)c1ccc(NC(=O)CSc2nncn2-c2cccnc2)cc1,0,-1,-10,-6,1,1,7

# Complete entries as entered above. Screens in order: Casp6 inh	SIRT5 inh	LGR2 inh	esBAF inh	Statin myotox sup	FN deposit inh	S100A4 inh HTS
# Results for `C[C@@H]1CN([C@@H](C)CO)C(=O)c2cccc(NC(=O)Nc3ccc(C(F)(F)F)cc3)c2O[C@@H]1CN(C)Cc1ccc2c(c1)OCO2` = 2	2	-19	5	-20	-5	-1
# Results for `COC(=O)c1ccc(NC(=O)CSc2nncn2-c2cccnc2)cc1` = 0	-1	-10	-6	1	1	7
# Results for `O=C(Nc1nc2cc3c(cc2s1)OCO3)C1CC1` = 0	-5	-34	nt	nt	-1	-9
# Results for `COc1ccc(S(=O)(=O)Nc2ccc3c(c2)C(=O)N([C@@H](C)CO)C[C@@H](C)[C@H](CN(C)C(=O)c2ccccc2)OCCCC[C@H](C)O3)cc1` = -4	1	5	2	47	4	7
# Results for `CC1CCN(C(=O)CN(c2ccc(Oc3ccccc3)cc2)S(C)(=O)=O)CC1` = nt	nt	nt	-29	6	-8	nt

# (next part)
SMILES,Casp6 inh,SIRT5 inh,LGR2 inh,esBAF inh,Statin myotox sup,FN deposit inh,S100A4 inh HTS
CCSc1nc2c(c(=O)[nH]c(=O)n2C)n1C,nt,nt,nt,-3,-3,-6,nt
O=C(C[C@H]1C=C[C@@H](NC(=O)Nc2ccccc2)[C@H](CO)O1)NCc1cccc(F)c1,-1,-3,2,1,0,nt,8
Cc1nn(C)c(=S)[nH]c1=S,3,nt,5,-3,0,nt,1
COc1cc2c(cc1OC)C(C)N(C(=O)Nc1ccccc1)CC2 (configuration not stated),-3,2,-12,-9,-10,17,-1
COCCCNC(=O)CCc1ccccc1,0,2,13,nt,nt,-5,1
Cc1sc(NC(=O)CSc2nc(O)cc(=O)[nH]2)nc1-c1ccccc1,7,-1,-7,3,8,-3,-5
COCCN(C(=O)COC(=O)CCOc1cccc(C)c1)c1c(N)n(Cc2ccccc2)c(=O)[nH]c1=O,-5,-1,-13,-9,0,3,-3
COc1cc(OC)c2c(-c3cccc(-c4ccc(OC(F)(F)F)cc4)c3)cc(=O)oc2c1,1,-1,5,1,-4,-11,-19
Cc1ccnc(NS(=O)(=O)c2ccccc2)c1,-1,0,-2,3,-12,2,-1
CCCNC(=O)Nc1ccc2c(c1)OC[C@H](C)N(Cc1ccccc1)C[C@@H](C)[C@@H](OC)CN(C)C2=O,-1,8,12,-4,-3,-5,5
C[C@@H]1CN([C@@H](C)CO)S(=O)(=O)c2ccc(C3=CCCC3)cc2O[C@@H]1CN(C)C(=O)Cc1ccncc1,0,-1,-5,nt,nt,3,10
O=C(C1=C[C@H](c2ccccc2)C[C@H](OCCCCO)O1)N1CCN(Cc2ccccc2)CC1,-1,-2,-29,0,9,-1,-1
COC(=O)c1ccccc1Oc1cc(C(F)(F)F)nc(-c2ccccn2)n1,0,-1,6,5,1,-15,-3
CC(C)NC(=O)N(C)C[C@H]1Oc2ccc(NC(=O)C3CCCCC3)cc2CC(=O)N([C@H](C)CO)C[C@@H]1C,-1,3,-6,-3,-19,nt,-3
C[C@H](CO)N1C[C@H](C)[C@H](CN(C)C(=O)Nc2ccc3c(c2)OCO3)Oc2ccc(NC(=O)CCCN(C)C)cc2C1=O,-5,0,-15,2,-10,4,1
CCNc1ccc(S(=O)(=O)C(F)(F)F)cc1NC(=O)C12CCC(CC1)C2,-1,-3,5,-6,-1,nt,-3
C[C@@H]1CN([C@H](C)CO)C(=O)c2cc(NC(=O)C3CCCCC3)ccc2O[C@@H]1CN(C)Cc1ccc(-c2ccccc2)cc1,nt,-9,1,-1,14,-4,-1
CO[C@@H]1CC[C@@H]2CCN(C)C(=O)[C@@H](C)N(C)C(=O)c3cc(C#N)ccc3OC[C@H]1O2,nt,-6,-11,1,4,-10,-11
COC(=O)c1cscc1S(=O)(=O)Cc1ccccc1,2,-5,11,3,4,-5,2
O=C(Nc1ccccc1Cl)NC1(C(=O)NCC2CCCO2)CCCCC1 (configuration not stated),-6,-4,0,-3,-31,7,-7
O=C(CCc1ccc(S(=O)(=O)N2CCOCC2)cc1)Nc1c(F)cccc1F,0,-2,-10,-4,-6,8,6
CC(=O)NC(C)(CC(=O)c1ccccc1)c1ccccc1 (configuration not stated),-2,-2,4,4,-3,7,4
Cc1cc(C(F)(F)Cl)n2ncc(-c3ccccn3)c2n1,-4,-3,-14,61*,3,10,3
COc1cccc(CNC(=O)CN(C)S(=O)(=O)c2ccc3c(c2)c(=O)n(C)c(=O)n3C)c1,-2,-2,0,-1,-3,5,1
COc1ccc(C(=O)O)cc1S(=O)(=O)Nc1ccccc1Cc1ccccc1,3,-1,-1,-6,?,4,4
SMILES,Casp6 inh,SIRT5 inh,LGR2 inh,esBAF inh,Statin myotox sup,FN deposit inh,S100A4 inh HTS
C[C@@H]1CN([C@H](C)CO)S(=O)(=O)c2ccc(C3=CCCCC3)cc2O[C@H]1CN(C)S(C)(=O)=O,-1,1,-7,4,-27,2,-50
O=C(CNC(=O)c1[nH]cnc1C(=O)N[C@@H](Cc1ccccc1)C(=O)OCc1ccccc1)OCc1ccccc1,3,1,-14,-1,-4,-3,2
CCc1nnc(N2CCN(c3ncnc4c3oc3ccccc34)CC2)s1,nt,nt,nt,4,11,-7,nt
CCCn1cnnc1CNC(=O)C1CCC(=O)N(CCc2ccc(OC)cc2)C1 (configuration not stated),-1,-5,-6,-8,11,11,2
CO[C@H]1CN(C)C(=O)c2cc(NC(=O)Nc3ccccc3)ccc2OC[C@H](C)N(CC2CC2)C[C@@H]1C,nt,1,6,13,-17,16,-5
O=C1NC(c2ccccc2)=C(c2ccc3ccccc3n2)C(c2ccncc2)N1 (configuration not stated),nt,nt,9,1,-6,-3,nt
COCCNc1nc2sc3c(c2c(=O)n1Cc1ccco1)CCCCC3,2,-1,-111,75*,-6,-14,6
Cc1ccc(N(C)S(=O)(=O)c2ccc3c(c2)CC(C)N3C(=O)C2CC2)cc1 (configuration not stated),0,-2,9,-8,-2,-2,0
CNC[C@H]1Oc2cc(C#C[C@@H](C)O)ccc2S(=O)(=O)N([C@@H](C)CO)C[C@@H]1C,2,1,14,1,nt,-11,22
COC(=O)C[C@H]1CC[C@@H](NC(=O)Nc2ccc(C(F)(F)F)cc2)[C@@H](CO)O1,0&2,0&-5,-14&-9,7,-15,4&1,4&0
C=CCN1C(=O)C(CC(=O)O)SC1=Nc1cccc([N+](=O)[O-])c1 (configuration not stated),2,-2,-20,-7,4,1,-3
O=C1CN(C(=O)c2c(F)cccc2F)C(c2ccccc2)c2cc(Br)ccc2N1 (configuration not stated),1,-2,7,-5,?,-2,-4
Cc1ccc(NC(=O)c2cc(-c3ccc4c(c3)OCO4)on2)cc1C,-1,-2,-17,6,3,6,-3
CO[C@@H]1CC[C@H]2CCOc3ccc(C#N)cc3C(=O)N(C)C[C@@H](OC)[C@@H](C)C(=O)N(C)C[C@@H]1O2,-4,-1,nt,3,12,nt,14
O=C(Nc1ccccc1)N1CC(=O)N2[C@H](CO)[C@@H](c3ccc(C#CC4CCCCC4)cc3)[C@H]2C1,4,11,-5,nt,nt,-14,-6
COc1ccc(Nc2oc(-c3ccc(F)cc3)nc2C#N)cc1,-7,-1,-42,nt,nt,11,-2
CCn1c(SCC(=O)N2CCCCCC2)nc2c(c1=O)SCC2,6,-1,23,0,9,nt,-2
CC(=O)c1ccc(S(=O)(=O)Nc2ccc(C(=O)N(C)CC(=O)Nc3cccc(C)c3C)cc2)cc1,32,0,-4,0,-4,5,3
O=C(C[C@H]1C=C[C@@H](NC(=O)CN2CCOCC2)[C@H](CO)O1)NC1CCC1,0,-3,-3,2,-2,1,7
CCOc1ccc(S(=O)(=O)n2ccnc2)c2ccccc12,-5,nt,-10,-8,26,-6,-18
CNc1c2cccc(C)c2nc2c(C(=O)NCCN(C)C)cccc12,-30,nt,16,nt,nt,2,3
Cc1ccc(N(C(=O)c2csnn2)C(C(=O)NC2CCCCC2)c2ccccn2)cc1 (configuration not stated),5,-1,-7,-1,3,2,-1
C[C@H]1CN([C@@H](C)CO)C(=O)c2cc(C#CCN(C)C)cnc2O[C@@H]1CN(C)C,1,-5,-2,1,-15,8,-2
S=C(N/N=C/c1ccc2c(c1)OCO2)NC1CC2CCC1C2 (configuration not stated),4,-5,-66,nt,nt,-4,0
